High-throughput results: PubChem, Sanford-Burnham Center for Chemical Genomics
tim10-1 inh: tim10-1 yeast growth inhibition. inhibition, % at 20 µM. 330,000 compounds, 2.2% hits. AID 463190. S. cerevisiae tim10-1 ts strain growth, BacTiter-Glo, 24 h;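 active means inhibition of at least 40%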;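 further: mutant grown at 25 °C; 0% = DMSO wells with yeast and 100% = wells holding no yeast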
Mdm2-MdmX inh: disrupts the human Mdm2-MdmX interaction | AID 485346 | SaOS-2 split-luciferase Mdm2/MdmX complementation, luminescence | 330,000 compounds, 3% hits | inhibition, % at 8 µM;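 active means inhibition of at least 50% at 8 µM in the primary screen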
Target sequence (O15151 whole entry, looked up): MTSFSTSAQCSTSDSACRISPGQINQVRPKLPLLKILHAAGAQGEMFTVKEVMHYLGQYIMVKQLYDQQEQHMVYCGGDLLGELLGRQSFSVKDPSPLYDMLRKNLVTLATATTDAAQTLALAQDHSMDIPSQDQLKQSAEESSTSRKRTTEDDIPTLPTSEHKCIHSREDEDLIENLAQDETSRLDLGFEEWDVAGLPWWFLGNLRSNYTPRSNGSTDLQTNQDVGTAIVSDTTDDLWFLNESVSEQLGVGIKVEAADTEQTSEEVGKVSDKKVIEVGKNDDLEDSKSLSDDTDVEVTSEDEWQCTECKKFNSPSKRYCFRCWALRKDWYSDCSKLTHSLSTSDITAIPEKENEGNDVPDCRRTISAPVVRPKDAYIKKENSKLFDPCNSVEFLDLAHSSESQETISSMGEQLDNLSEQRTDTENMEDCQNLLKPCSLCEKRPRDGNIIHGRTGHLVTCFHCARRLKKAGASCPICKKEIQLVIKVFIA
Target sequence (Q00987 whole entry, looked up): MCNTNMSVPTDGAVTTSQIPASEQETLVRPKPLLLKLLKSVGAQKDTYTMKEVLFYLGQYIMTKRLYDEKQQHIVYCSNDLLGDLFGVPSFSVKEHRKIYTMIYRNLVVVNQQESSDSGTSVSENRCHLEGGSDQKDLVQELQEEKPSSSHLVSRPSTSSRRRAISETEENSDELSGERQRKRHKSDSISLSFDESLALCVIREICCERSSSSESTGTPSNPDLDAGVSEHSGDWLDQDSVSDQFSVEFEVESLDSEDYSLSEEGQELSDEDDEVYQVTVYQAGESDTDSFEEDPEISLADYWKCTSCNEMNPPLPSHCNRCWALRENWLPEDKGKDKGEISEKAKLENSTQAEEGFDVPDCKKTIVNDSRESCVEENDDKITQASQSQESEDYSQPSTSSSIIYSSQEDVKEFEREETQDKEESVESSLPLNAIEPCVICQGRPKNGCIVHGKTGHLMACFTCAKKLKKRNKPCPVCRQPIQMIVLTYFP
TIM10 inh: growth inhibitors of TIM10 yeast strain; S. cerevisiae TIM10 strain growth, BacTiter-Glo luminescence, 24 h; inhibition, % at 10 µM; 330,000 compounds, 1.4% hits; AID 463195;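 active means inhibition of 40% or more at the single tested concentration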;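 further: wild-type TIM10 isogenic control strain grown at permissive 25 °C; 0% = DMSO yeast wells and 100% = minimal medium wells without yeast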
Jurkat NFkB inh: lowers PMA/ionomycin-induced NF-kB signal in Jurkat cells. PMA/ionomycin-induced NF-kB luciferase reporter, luminescence. 330,000 compounds, 0.53% hits. AID 435003. inhibition, % at 4 µM; in the data active means inhibition above about 50%
UPR CHOP act: activators of apoptotic arm of unfolded protein response (CHOP); CHO-CHOP luciferase reporter, UPR activation, luminescence; percent of tunicamycin response over DMSO baseline; activation, % at 10 µM; 330,000 compounds, 0.34% hits;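 active means at 10 µM dose, activation of 40% or more, normalized to positive control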;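 further: 100% = tunicamycin at 10 µg/mL and 0% = DMSO alone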
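System: CHO-CHOP luciferase reporter cell line; amount: 500 cells/well; buffer or medium: F12 medium containing 10% fetal bovine serum; incubation: 6 h compound exposure at 37 °C after overnight seeding; measured by: luciferase luminescence after 10 min with Steady-Glo reagent; evaluation: % reporter activation, DMSO baseline versus tunicamycin full activation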
tim23-1 inh: growth inhibitors of tim23-1 mutant yeast; S. cerevisiae tim23-1 growth, BacTiter-Glo luminescence, 24 h; inhibition, % at 20 µM; 330,000 compounds, 1.3% hits; AID 463212;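 active means growth inhibition of the mutant yeast at or above 50%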;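 further: temperature-sensitive mutant grown at 25 °C; plate controls were DMSO-treated mutant yeast for no effect and medium wells lacking yeast for full effect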
697 NFkB inh: inhibitors of the PMA/ionomycin-induced NF-kB reporter in 697 B cells. 697 B-cell NF-kB luciferase reporter, 16 h. 330,000 compounds, 0.33% hits. inhibition, % at 4 µM. AID 435022; in the data active means inhibition above about 35%
XBP1 UPR activ: adaptive UPR (XBP1) activation | 330,000 compounds, 0.33% hits | activation, % at 20 µM | CHO-XBP1 luciferase reporter, IRE1-XBP1 UPR activation, luminescence; percent of tunicamycin response, DMSO as zero | AID 463104;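 active means versus positive control, 20 µM dose yields 30% or more activation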;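 further: 100% = tunicamycin at 10 µg/mL and 0% = DMSO only wells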
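incubation = overnight seeding at 37 °C, 6 h compound treatment at 37 °C | assay system = CHO-XBP1 cells stably carrying IRE1-XBP1-driven luciferase reporter | input = 1000 cells per well | detection = luciferase luminescence | dosing = single point, 20 µM final compound, 1% DMSO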
* = called active by the depositor; & = joins results of further samples.

compound	tim10-1 inh	Mdm2-MdmX inh	TIM10 inh	Jurkat NFkB inh	UPR CHOP act	tim23-1 inh	697 NFkB inh	XBP1 UPR activ
CCN1CCN(c2ccc(NC(=O)CCc3c(C)nc4c(-c5ccc(F)cc5)c(C)nn4c3C)cc2)CC1	-5	55*	-44	10	2.1	-68	-21	-1
CC(=O)Nc1ccc2c(c1)NC(=O)CC2	2	3	-4	-2	-0.4	14	7	1
CCOc1ccc(N2C(=O)C3CCCN3C2=S)cc1 (stereo not drawn)	-10	0	-8	20	-0.2	-5	17	-1
CCN(CC)CCCNC(=O)c1ccc2c(=O)n(Cc3ccc4c(c3)OCO4)c(=S)[nH]c2c1	4	22	-16	-27	0.6	-5	-4	-2
O=C(C(=O)N1CCN(c2ccc(F)cc2)CC1)c1c[nH]c2ccccc12	25	-13	28	9	2.0	22	2	0
Cc1ccc(-c2cnc3c(Cl)c(C)nn3c2)cc1	22	-90	7	-46	-2.7	6	-214	-4
CCCCN1C(=O)/C(=C/C=C2/CC(C)(C)CN2C)SC1=S	34	-130	31	-30	4.8	33	-34	4
CCOC(=O)N1CCN(C(=O)CCS(=O)(=O)c2ccc3c(c2)CCN3C(=O)CC)CC1	-9	12	9	12	-3.0	4	10	-2
C=CCN1C(=O)C2(OCCCO2)c2cccc(Cl)c21	7	14	-9	-3	2.0	9	0	7
COC(=O)c1ccc(S(=O)(=O)NCc2ccc(S(N)(=O)=O)cc2)o1	1	7	-9	-16	-1.4	-5	-2	-4
COc1ccc(OCCCC(=O)OCC(=O)NNC(=O)c2ccc([N+](=O)[O-])cc2)cc1	10	-11	1	15	1.1	14	-3	-3
CSCCC(NC(=O)c1ccc(Cl)c([N+](=O)[O-])c1)C(=O)N1CCN(C/C=C/c2ccccc2)CC1 (stereo not drawn)	-54	36	-71	0	5.1	-36	-3	-2
O=C(ONC1=NCCCCC1)c1cccc([N+](=O)[O-])c1	61*	56*	82*	8	1.3	78*	0	3
COc1ccc(C(=O)Nc2cc(S(=O)(=O)N3CCCCC3)ccc2OC)cc1	-3	4	11	-7	-0.6	8	13	-1
COc1ccc(C(=O)OCC(=O)N(C)C2CCS(=O)(=O)C2)cc1S(=O)(=O)N1CCCc2ccccc21 (stereo not drawn)	22	5	12	-8	1.2	16	3	-2
CCCCCCNc1nc(NCc2ccco2)nc(OCC)n1	25	-3	6	-1	-0.3	16	9	-2
CNc1nc(N)c([N+](=O)[O-])c(NCCO)n1	-19	8	-6	1	1.2	-2	15	1
Cc1cccc(Nc2nc(N)c([N+](=O)[O-])c(N3CC(C)CC(C)C3)n2)c1 (stereo not drawn)	-3	25	16	1	0.7	29	-31	3
COc1cc(C(=O)Nc2nc(-c3ccc(F)cc3)cs2)ccc1OCC(=O)N1CCOCC1	18	23	15	2	0.1	17	5	1
CCC(C)c1ccccc1N1CC(C(=O)Nc2ccccc2N2CCCC2)CC1=O (stereo not drawn)	23	-17	14	-6	-0.4	18	-22	-3
O=C(CSc1ncn[nH]1)Nc1ccc(Cl)c(S(=O)(=O)N2CCOCC2)c1	14	-4	10	-2	0.9	4	-30	0
COc1ccc(N2CCN(CC(O)COC(c3ccccc3)c3ccccc3)CC2)cc1 (stereo not drawn)	1	-9	9	17	1.4	9	-1	-1
CCOc1ccccc1NC(=O)CN1CCc2ccccc2C1	30	-2	8	-114	1.0	27	-183	-4
CCOc1ccc(NC(=O)CN2CCc3ccccc3C2)cc1	15	12	2	-3	-0.8	10	-4	-3
O=C(NCc1ccc(Cl)cc1)c1ccccc1Oc1ccccc1	2	12	19	4	-1.8	-5	-20	-3
CS/C(=N\S(=O)(=O)c1cccs1)Nc1ccc(Cl)cc1	12	11	4	0	0.2	38	-15	1
O=C(CSc1nc2ccc(Cl)cc2[nH]1)c1c[nH]c2ccccc12	-54	2	-16	-9	0.9	8	8	-1
CSc1nc(C)cc(Oc2ccc(OCCOc3ccccc3)nn2)n1	21	15	9	11	1.0	20	4	-1
COc1ccc(-c2c(-c3cc(OC)cc(OC)c3)n(C)c3ccc(-c4cnc(N)nc4)cc23)cc1	-6	4	4	2	1.9	1	9	189*
CN(C)CCCN(C(=O)c1ccc(S(=O)(=O)N2CCOCC2)cc1)c1nc2ccc(F)cc2s1	21	4	12	-3	1.9	10	-14	-4
COc1ccc(-c2nc3n(n2)C(c2ccccc2Cl)C(C(N)=O)=C(C)N3)cc1 (stereo not drawn)	-2	18	5	-16	1.3	-1	3	-1
CCCNC(=O)N(CCOC)CC1CCCN(C2Cc3ccccc3C2)C1 (stereo not drawn)	4	30	-7	-8	0.2	7	0	-3
C#CCCc1cscc1/C=[N+](\[O-])c1ccc(C(=O)OCC)cc1	-4	-17	-4	-10	0.1	10	-44	-1
CCN(CC)S(=O)(=O)c1cccc(-c2nnc(-c3ccc(C)cc3)o2)c1	9	17	-17	-11	2.8	-24	-48	0
O=C(Nc1cccc2ccccc12)C1CCN(C(=O)Cc2ccccc2)CC1	12	5	-4	-2	-0.5	6	19	-3
O=[N+]([O-])c1ccc(/C=N/Nc2nc(N3CCCCC3)nc(N3CCCCC3)n2)cc1	7	19	5	-15	1.4	21	-13	-6
O=C(Oc1cccc(-n2cnnn2)c1)c1sc2ccccc2c1Cl	-19	-4	-7	2	0.0	4	-33	5
COc1cccc(C(=O)N2CCN(C3CCCCC3)CC2)c1	-6	10	3	-14	-1.5	-3	-17	1
Cc1ccc2[nH]c(=O)c3cc(C(=O)NCC4CCCO4)sc3c2c1 (stereo not drawn)	17	18	8	-3	2.1	-8	16	1
CCn1c(SCC(=O)N2CCN(c3ccccc3F)CC2)nnc1-c1ccoc1C	29	-4	-12	6	0.2	3	-35	-3
CC1CC(C)CN(S(=O)(=O)c2ccc(NC(=O)CN3C(=O)NC(C)(c4ccccc4)C3=O)cc2)C1 (stereo not drawn)	0	2	6	-3	-0.2	6	-9	-8
CNc1nc(-c2c(C)[nH]c3ccc(OC)cc23)cs1	17	16	6	-20	0.4	17	-3	5
O=C(Nc1cccc(S(=O)(=O)NC2=NCCC2)c1)c1cn(-c2ccccc2)nc1-c1ccc(F)cc1	6	21	16	-6	2.6	17	-10	2
Cc1nnc(-c2cnn(C)c2N)n1Cc1ccc(Cl)cc1	8	31	5	8	1.1	-8	8	1
CC1CCN(C(=O)C(=O)c2cn(CC(=O)N3CCCC3)c3ccccc23)CC1	7	9	9	1	1.1	7	12	-3
Cc1ccc(N(CC(=O)NCC2CCCO2)C(=O)CNS(=O)(=O)c2ccc(Cl)cc2)cc1 (stereo not drawn)	-10	-1	11	0	0.2	8	14	-3
Cc1cccc(C(=O)N[C@@H]2c3ccccc3C[C@@H]2O)n1	6	-12	15	-16	1.8	22	-21	1
O=c1c2ccccc2cnn1-c1ccc(Cl)cc1	8	-90	6	-142	6.4	5	-138	-1
Nc1ccc(-c2nnn(CC(=O)N3CCCCC3)n2)cc1	0	18	3	7	0.4	0	8	-1
CCn1c(=O)c2c(nc3n2CCS3)n(C)c1=O	20	-10	-2	-12	0.0	0	30	-2
CCCn1cc(S(=O)(=O)c2ccc(Cl)cc2)c(=O)c2cc(OC)ccc21	6	21	-5	7	3.9	1	12	-8
COc1ccc(C)cc1-n1nnnc1SCC(=O)Nc1cccnc1Cl	9	20	-2	14	-1.3	12	5	-4
O=C(CSCc1ccccc1)Nc1cccc(F)c1	6	0	3	-60	3.2	20	-13	1
O=C1CCC([N+](=O)[O-])C(c2ccc(F)c(Br)c2)N1 (stereo not drawn)	-43	13	-25	-12	1.7	-2	11	1
NCc1ccc2[nH]c(=O)[nH]c2c1	0	17	-2	-3	0.8	16	33	-4
Cc1nc2c(s1)sc1ccccc12	16	-14	-23	-11	2.9	0	-3	1
COc1ccccc1NC(=O)C(=O)NCC(c1ccco1)N1CCc2ccccc2C1 (stereo not drawn)	9	8	15	10	-2.2	17	-16	-2
NS(=O)(=O)c1ccc(NC(=O)CSc2nc(Nc3ccccc3)nc(N3CCOCC3)n2)cc1	14	1	8	4	2.6	16	-17	0
CCN(CC)CCN1C(=O)Cn2c(C)c(C)c3cccc1c32	-17&12	-9&-5	-3&3	0&1	-0.1&-0.4	-7&-5	-11&-16	-2&-4
CC1(C)NC(=O)N(CCOCCOc2c(Cl)cc(Cl)cc2Cl)C1=O	17	8	7	-3	-1.6	15	24	2

An excerpt of these results, with two lines to a compound:
Each structure is followed by: tim10-1 inh | Mdm2-MdmX inh | TIM10 inh | Jurkat NFkB inh | UPR CHOP act | tim23-1 inh | 697 NFkB inh | XBP1 UPR activ
CCOc1ccc(NC(=O)CN2CCc3ccccc3C2)cc1
→ 15 | 12 | 2 | -3 | -0.8 | 10 | -4 | -3
COc1ccc(C(=O)Nc2cc(S(=O)(=O)N3CCCCC3)ccc2OC)cc1
→ -3 | 4 | 11 | -7 | -0.6 | 8 | 13 | -1
COc1ccccc1NC(=O)C(=O)NCC(c1ccco1)N1CCc2ccccc2C1 (stereo not drawn)
→ 9 | 8 | 15 | 10 | -2.2 | 17 | -16 | -2
CSCCC(NC(=O)c1ccc(Cl)c([N+](=O)[O-])c1)C(=O)N1CCN(C/C=C/c2ccccc2)CC1 (stereo not drawn)
→ -54 | 36 | -71 | 0 | 5.1 | -36 | -3 | -2
CS/C(=N\S(=O)(=O)c1cccs1)Nc1ccc(Cl)cc1
→ 12 | 11 | 4 | 0 | 0.2 | 38 | -15 | 1
CCn1c(=O)c2c(nc3n2CCS3)n(C)c1=O
→ 20 | -10 | -2 | -12 | 0.0 | 0 | 30 | -2

(continued)
compound	tim10-1 inh	Mdm2-MdmX inh	TIM10 inh	Jurkat NFkB inh	UPR CHOP act	tim23-1 inh	697 NFkB inh	XBP1 UPR activ
COP(=O)(OC)C(Nc1ccc(C)cc1)c1ccc([N+](=O)[O-])cc1 (stereo not drawn)	25	-29	10	-9	12	21	-58	6
COc1ccc(NC(C)=O)cc1NC(=O)CSc1nnc(-c2ccc(F)cc2)n1N	8	-4	11	9	-0.5	14	-12	1
CCn1c2ccccc2c2cc(NC(=O)c3ccc(C)c([N+](=O)[O-])c3)ccc21	6	40	3	-44	2.5	16	-39	0
CCOC(=O)C1=C(c2ccccc2)N=c2s/c(=C\c3cc(OC)c(OC)c(OC)c3)c(=O)n2C1c1cccs1 (stereo not drawn)	13	7	0	-5	-0.1	7	-6	-2
Fc1ccccc1Nc1nc2ccccc2n2nnnc12	25	-6	20	-52	4.6	17	-71	19
COc1nc(N)nc(N)c1NS(=O)(=O)c1ccc(C)cc1	-1	20	2	-2	-0.1	12	-2	-2
CCNC(=S)Nc1ccc(Cl)cc1Cl	16	-7	-5	-3	-0.9	22	13	1
Cc1ccc(C(=O)CSc2ncnc3sc4c(c23)CCCC4)cc1	5	24	11	1	0.4	-3	2	3
COC(=O)c1cc(CNC(=O)c2cccc(Cl)c2Cl)ccc1OC	9	-7	-5	4	-0.9	-5	18	-4
COc1cccc(NC(=O)CN2C(=O)NC(C)(C3CC3)C2=O)c1 (stereo not drawn)	3	-12	0	3	10	2	9	-2
CCCN1CCC(=O)N([C@H](CN=[N+]=[N-])Cc2ccccc2)CC1	-15	3	2	2	-0.5	8	-2	1
O=C(CSc1ccc(Cl)cc1)c1ccco1	21	4	13	-4	1.1	25	9	6
CCCn1nc(NS(=O)(=O)c2cccc3nonc23)c2cc3cccc(C)c3nc21	21	13	15	5	2.3	40	5	-5
COCc1cc(=O)[nH]c(/N=C(\N)Nc2ccccc2C)n1	-18	9	-11	9	-0.9	-4	15	-6
Cn1ccnc1SCC(=O)Nc1ccc([N+](=O)[O-])cn1	-13	24	4	2	0.9	-10	-5	-7
